Assay outcomes: PubChem BioAssay, several laboratories
DAGLB inh – diacylglycerol lipase beta (human) inhibition | HEK293T DAGLB membrane lysate, EnzChek fluorogenic substrate | inhibition, % at 5.17 µM | 0.059% of 340,000 active | AID 504411; in the data active means inhibition above about 34%;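 further: 0% = enzyme with vehicle and 100% = wells lacking enzyme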
Target sequence (Q8NCG7 whole entry, looked up): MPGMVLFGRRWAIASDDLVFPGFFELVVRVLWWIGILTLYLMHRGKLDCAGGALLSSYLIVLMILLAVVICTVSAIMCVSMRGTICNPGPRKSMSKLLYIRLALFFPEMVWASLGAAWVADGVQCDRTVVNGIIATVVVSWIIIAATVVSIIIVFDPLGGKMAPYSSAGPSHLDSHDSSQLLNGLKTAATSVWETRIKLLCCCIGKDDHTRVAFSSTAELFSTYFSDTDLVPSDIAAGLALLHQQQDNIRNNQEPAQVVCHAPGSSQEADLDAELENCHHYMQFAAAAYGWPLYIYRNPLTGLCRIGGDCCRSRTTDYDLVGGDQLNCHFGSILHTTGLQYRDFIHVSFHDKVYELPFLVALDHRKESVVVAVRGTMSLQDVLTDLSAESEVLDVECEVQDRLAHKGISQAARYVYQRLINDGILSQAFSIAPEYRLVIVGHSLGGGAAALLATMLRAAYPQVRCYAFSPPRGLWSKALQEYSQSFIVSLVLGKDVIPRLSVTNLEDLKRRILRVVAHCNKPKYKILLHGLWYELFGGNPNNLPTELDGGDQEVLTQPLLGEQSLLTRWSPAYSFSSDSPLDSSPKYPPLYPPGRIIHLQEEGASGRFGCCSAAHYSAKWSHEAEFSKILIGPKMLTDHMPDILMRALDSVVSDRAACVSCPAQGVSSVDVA
DSG3 Ab inh – blocks pemphigus antibody binding to human desmoglein-3; binding (percent of control), % at 10 µM; 0.48% of 310,000 active; DSG3-coupled beads, scFv-anti-DSG3-GFP binding, flow cytometry; hits give low values; AID 588358;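 active means binding more than 3 SD below its plate's average and above zero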;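 further: hits lower antibody fragment binding to DSG3; some compounds called inactive have numbers as strong as hits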
MOR-DOR inv ag – inverse agonists of human mu-delta opioid receptor heterodimerization | AID 504357 | 0.21% of 340,000 active | inhibition, % at 9.3 µM | P35372+P41143 | cell-based MOR-DOR heterodimer luminescence, inverse agonism; in the data active means inhibition above about 22%, passing the limit was not always enough;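 further: 0% = cells with DMSO and 100% = wells without cells with DMSO; values of inactives mirror those of a sister screen read the other way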
MOR-DOR ag – OPRM1-OPRD1 heterodimerization agonism. AID 504326. activation, % at 9.3 µM. 0.3% of 340,000 active. cells, luminescence; in the data active means activation above about 18%;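 further: 0% = vehicle-treated cells and 100% = reference agonist; values of inactives mirror those of a sister screen read the other way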
PKA-R1A activ – PKA-R1A complex activation; PKA-R1A dissociation, Cy5-IP20 fluorescence polarization; scaled: DMSO 0%, 113 µM cGMP 100%; activation, % at 11.4 µM; 0.083% of 340,000 active;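 active means percent activation above the mean of all tested compounds plus 3 SD, cut at about 19% in these data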;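 further: higher means more PKAc released from R1A so a rise in polarization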
PKA-R2B act – activators of human PKA-R2B complex. PKA-R2B holoenzyme dissociation, Cy5-IP20 fluorescence polarization; R2B truncated from residue 108, S112A mutant; 0% DMSO only, 100% 113 µM cGMP. activation, % at 11.4 µM. 0.079% of 340,000 active. AID 504700;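 active means activation above a cutoff set at the mean over all compounds plus 3 SD, cut at about 18% in these data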;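 further: higher means more holoenzyme dissociation and a rise in polarization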
HTR5A inv ctr – counter-screen for OPRM1-OPRD1 inverse agonists: human HTR5A inverse agonism | inhibition, % at 9.3 µM | P47898 | 0.083% of 340,000 active | HTR5A cell line, luminescence; in the data active means inhibition mostly above about 23%, no sharp cut-off; inactive means mostly below about 18%;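 further: 0% = cells with DMSO and 100% = no-cell wells with DMSO; some compounds called inactive have numbers as strong as hits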
Target sequence (P47898 whole entry, looked up): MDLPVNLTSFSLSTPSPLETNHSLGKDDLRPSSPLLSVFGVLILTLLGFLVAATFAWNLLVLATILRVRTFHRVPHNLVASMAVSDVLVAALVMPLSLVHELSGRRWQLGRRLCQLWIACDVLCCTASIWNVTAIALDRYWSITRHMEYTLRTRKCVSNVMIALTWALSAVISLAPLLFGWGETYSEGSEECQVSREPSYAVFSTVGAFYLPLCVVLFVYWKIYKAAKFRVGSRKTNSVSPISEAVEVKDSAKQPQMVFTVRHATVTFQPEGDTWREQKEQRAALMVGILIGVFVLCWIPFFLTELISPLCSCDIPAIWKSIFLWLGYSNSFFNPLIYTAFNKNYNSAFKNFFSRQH
HTR5A ag – HTR5A agonism, opioid heterodimer counter-screen. P47898. HTR5A agonist assay, luminescence, cell-based. activation, % at 9.3 µM. 0.61% of 340,000 active. AID 504692; in the data active means activation mostly above about 9.5%, no sharp cut-off; inactive means mostly below about 7.6%;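 further: 0% = cells with vehicle only and 100% = reference agonist; strong numbers were not always called active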
Arr AP2 block – human beta-arrestin and AP2 interaction inhibition; FITC-arrestin peptide / GST-AP2 beads, flow cytometry; AP2 beta2 appendage carries R879A mutation; inhibition, % at 10 µM; 0.31% of 340,000 active; AID 504490;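 active means inhibition above a set limit, near 3 SD of compounds lacking own fluorescence, cut at about 54% in these data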;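 further: plate controls were DMSO wells for no effect and 5 µM unlabelled arrestin peptide for full effect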
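test system = AP2 appendage R879A on GSH beads | buffer or medium = PBS plus Tween 20 (0.05%) and BSA (0.1%) | incubation = 12 min plus 1 h, RT | detection = bead flow cytometry, FITC channel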
V-ATPase pHluor – regulators of yeast V-ATPase proton transport; 0.37% of 350,000 active; S. cerevisiae, pHLuorin cytosolic pH fluorescence; response, % at 10 µM; in the data active means response mostly above about 7.3%, no sharp cut-off; inactive means mostly below about 5.4%; further: actives read high; inactives centre near 0; some compounds called inactive have numbers as strong as hits; reference of the scale not given here
The depositor's hits bear a star.

Results for CCN1CCN(CCCN(Cc2ccco2)C(=S)Nc2ccc(Cl)cc2)CC1 ?
DAGLB inh: -1; DSG3 Ab inh: 95; MOR-DOR inv ag: 12; MOR-DOR ag: -2.5; PKA-R1A activ: -15; PKA-R2B act: 3; HTR5A inv ctr: 5; HTR5A ag: -2; Arr AP2 block: 32; V-ATPase pHluor: -4

What do the screens show for `CCCCP(=O)(CCCC)c1ccccc1C(=O)O`?
DAGLB inh: 2; MOR-DOR inv ag: 6; MOR-DOR ag: -1.4; PKA-R1A activ: -11; PKA-R2B act: -17; HTR5A inv ctr: -3; HTR5A ag: 1; Arr AP2 block: -3; V-ATPase pHluor: 0

How did COc1ccc(C(C(=O)NC(C)(C)C)N(CC2CCCO2)C(=O)CCC(=O)Nc2cc(C)on2)cc1 (stereo not drawn) do in these assays?
DAGLB inh: 1; DSG3 Ab inh: 111; MOR-DOR inv ag: 15; MOR-DOR ag: -2.5; PKA-R1A activ: 3; PKA-R2B act: 0; HTR5A inv ctr: -7; HTR5A ag: 6; Arr AP2 block: 13; V-ATPase pHluor: 4

What do the screens show for `O=C(NNc1ccc(F)cc1F)C1CCC1`?
DAGLB inh: 1; DSG3 Ab inh: 114; MOR-DOR inv ag: 10; MOR-DOR ag: -1.8; PKA-R1A activ: 5; PKA-R2B act: 6; HTR5A inv ctr: -12; HTR5A ag: 3; Arr AP2 block: -16; V-ATPase pHluor: 0

Results for O=C(O)CC(C(=O)NCc1ccccc1)C1CCCO1 (stereo not drawn) ?
DAGLB inh: 0; DSG3 Ab inh: 110; MOR-DOR inv ag: 11; MOR-DOR ag: -1.9; PKA-R1A activ: 5; PKA-R2B act: -11; HTR5A inv ctr: -2; HTR5A ag: 4; Arr AP2 block: 4; V-ATPase pHluor: 0

Results for Cc1ccc(CS(=O)(=O)Cc2ccc(C(=O)NCCCN3CC(C)CC(C)C3)o2)cc1 (stereo not drawn) ?
DAGLB inh: -1; DSG3 Ab inh: 96; MOR-DOR inv ag: 15; MOR-DOR ag: -2.9; PKA-R1A activ: -13; PKA-R2B act: -2; HTR5A inv ctr: 6; HTR5A ag: -2; Arr AP2 block: -4; V-ATPase pHluor: -1

Results for C[C@@H]1CN([C@@H](C)CO)S(=O)(=O)c2ccc(Br)cc2O[C@@H]1CN(C)C(=O)c1ccc(F)cc1 ?
DAGLB inh: 4; DSG3 Ab inh: 109; PKA-R1A activ: -12; PKA-R2B act: -8; V-ATPase pHluor: 1

How did O=C1NC(=S)NC1=Cc1ccc(O)cc1 do in these assays?
DAGLB inh: 2; DSG3 Ab inh: 116; MOR-DOR inv ag: 16; MOR-DOR ag: -3.0; PKA-R1A activ: -2; PKA-R2B act: 0; HTR5A inv ctr: 13; HTR5A ag: -3; Arr AP2 block: -4; V-ATPase pHluor: -1

Results for COCCn1c(SCC(=O)N2CCCC2=O)nc2sc(C)c(C)c2c1=O ?
DAGLB inh: 0; DSG3 Ab inh: 100; MOR-DOR inv ag: 25; MOR-DOR ag: -4.7; PKA-R1A activ: 1; PKA-R2B act: -14; HTR5A inv ctr: 6; HTR5A ag: -2; Arr AP2 block: -4; V-ATPase pHluor: 1

How did CCc1nnc(NS(=O)(=O)c2ccc(N/C=C(\C=O)c3nc4cc(Cl)ccc4o3)cc2)s1 do in these assays?
DAGLB inh: 5; DSG3 Ab inh: 96; MOR-DOR inv ag: -21; MOR-DOR ag: 2.9; PKA-R1A activ: -1; PKA-R2B act: 1; HTR5A inv ctr: 12; HTR5A ag: -4; Arr AP2 block: -3; V-ATPase pHluor: 3

How did COc1ccccc1Nc1nc(-c2sc(NC(=O)CC(C)C)nc2C)cs1 do in these assays?
DAGLB inh: 0; DSG3 Ab inh: 86; MOR-DOR inv ag: 10; MOR-DOR ag: -2.2; PKA-R1A activ: -14; PKA-R2B act: -5; HTR5A inv ctr: 15; HTR5A ag: -1; Arr AP2 block: 7; V-ATPase pHluor: -3

What do the screens show for `Cc1ccc(C(C)C)c(OCCNCCc2ccccc2)c1`?
DAGLB inh: -16; DSG3 Ab inh: 102; MOR-DOR inv ag: -67; MOR-DOR ag: 14; PKA-R1A activ: 4; PKA-R2B act: 5; HTR5A inv ctr: -24; HTR5A ag: 6; Arr AP2 block: -4; V-ATPase pHluor: 0

How did COC(=O)CSc1nnc(COc2cccc3ccccc23)o1 do in these assays?
DAGLB inh: -2; DSG3 Ab inh: 114; MOR-DOR inv ag: -4; MOR-DOR ag: 0.8; PKA-R1A activ: -2; PKA-R2B act: 1; HTR5A inv ctr: -8; HTR5A ag: 2; Arr AP2 block: 20; V-ATPase pHluor: -2

What do the screens show for `CCN(CC)S(=O)(=O)c1cccc(C(=O)N/N=C/c2ccc(OC)c(O)c2)c1`?
DAGLB inh: 3; DSG3 Ab inh: 101; MOR-DOR inv ag: 7; MOR-DOR ag: -1.3; PKA-R1A activ: -7; PKA-R2B act: -13; HTR5A inv ctr: 8; HTR5A ag: -3; Arr AP2 block: 14; V-ATPase pHluor: -1

What do the screens show for `N/C(Cc1ccc([N+](=O)[O-])cc1)=N\OC(=O)c1ccco1`?
DAGLB inh: -1; DSG3 Ab inh: 101; MOR-DOR inv ag: -13; MOR-DOR ag: 2.6; PKA-R1A activ: 4; PKA-R2B act: -4; HTR5A inv ctr: 12; HTR5A ag: 0; Arr AP2 block: 7; V-ATPase pHluor: 3

How did CCC(=O)N1CCN(c2ccc(Cl)cc2NC(=O)c2ccc3c(c2)OCCO3)CC1 do in these assays?
DAGLB inh: 1; DSG3 Ab inh: 97; MOR-DOR inv ag: 13; MOR-DOR ag: -2.6; PKA-R1A activ: 6; PKA-R2B act: -2; HTR5A inv ctr: 13; HTR5A ag: 1; Arr AP2 block: 10; V-ATPase pHluor: 5

What do the screens show for `Cc1ccc[n+](CC(=O)N2CCCc3ccccc32)c1`?
DAGLB inh: -2; DSG3 Ab inh: 107; MOR-DOR inv ag: 13; MOR-DOR ag: -2.6; PKA-R1A activ: -4; PKA-R2B act: 4; HTR5A inv ctr: -25; HTR5A ag: 6; Arr AP2 block: 16; V-ATPase pHluor: 3

How did Brc1cc2c(cc1/C=N/Nc1nc3ccccc3s1)OCO2 do in these assays?
DAGLB inh: 3; DSG3 Ab inh: 88; MOR-DOR inv ag: 0; MOR-DOR ag: 0.0; PKA-R1A activ: -1; PKA-R2B act: 0; HTR5A inv ctr: 0; HTR5A ag: 0; Arr AP2 block: 4; V-ATPase pHluor: -1

How did CCCc1cc(=O)[nH]c(NCCc2ccccc2)n1 do in these assays?
DAGLB inh: 1; DSG3 Ab inh: 114; MOR-DOR inv ag: 9; MOR-DOR ag: -1.8; PKA-R1A activ: 2; PKA-R2B act: -4; HTR5A inv ctr: -7; HTR5A ag: -1; Arr AP2 block: -11; V-ATPase pHluor: 1

Results for CCOC(=O)c1cnc2c(-c3ccccc3)cnn2c1C ?
DAGLB inh: -25; DSG3 Ab inh: 103; MOR-DOR inv ag: -10; MOR-DOR ag: 1.9; PKA-R1A activ: 6; PKA-R2B act: 0; HTR5A inv ctr: 0; HTR5A ag: 0; Arr AP2 block: 1; V-ATPase pHluor: -3

What do the screens show for `COc1ccc(CCNS(=O)(=O)c2cc3c(cc2C)NC(=O)CO3)cc1OC`?
DAGLB inh: 1; DSG3 Ab inh: 100; MOR-DOR inv ag: 4; MOR-DOR ag: -0.7; PKA-R1A activ: -7; PKA-R2B act: -8; HTR5A inv ctr: -56; HTR5A ag: 18; Arr AP2 block: -10; V-ATPase pHluor: 1

How did CC(=O)c1c(C)[nH]c(C(=O)OCc2cc(-c3ccco3)on2)c1C do in these assays?
DAGLB inh: -1; DSG3 Ab inh: 102; MOR-DOR inv ag: -38; MOR-DOR ag: 7.2; PKA-R1A activ: -4; PKA-R2B act: -2; HTR5A inv ctr: -18; HTR5A ag: 5; Arr AP2 block: 27; V-ATPase pHluor: -4

Results for O=C(c1ccc(-c2ccccc2)c(F)c1)C1CCCN(C(=O)c2cncs2)C1 (stereo not drawn) ?
DAGLB inh: -4; DSG3 Ab inh: 79; MOR-DOR inv ag: 2; MOR-DOR ag: -0.4; PKA-R1A activ: 2; PKA-R2B act: -1; HTR5A inv ctr: -19; HTR5A ag: 7; Arr AP2 block: 9; V-ATPase pHluor: 1

Results for Cc1sc2ncn(CCn3cnc4sc(C)c(C)c4c3=O)c(=O)c2c1C ?
DAGLB inh: -3; DSG3 Ab inh: 97; MOR-DOR inv ag: 3; MOR-DOR ag: -0.6; PKA-R1A activ: -2; PKA-R2B act: 7; HTR5A inv ctr: 13; HTR5A ag: 6; Arr AP2 block: 0; V-ATPase pHluor: 5

Results for C=C(C)C(=O)OCCCCCCOc1ccc(C(=O)O)cc1 ?
DAGLB inh: 1; MOR-DOR inv ag: 14; MOR-DOR ag: -2.6; PKA-R1A activ: 11; PKA-R2B act: 6; HTR5A inv ctr: 1; HTR5A ag: -2; Arr AP2 block: -4; V-ATPase pHluor: -1

Results for CS(=O)(=O)N1CCC(C(=O)NCCc2ccccc2)CC1 ?
DAGLB inh: 1; DSG3 Ab inh: 98; MOR-DOR inv ag: 1; MOR-DOR ag: -0.2; PKA-R1A activ: -2; PKA-R2B act: 3; HTR5A inv ctr: 15; HTR5A ag: -4; Arr AP2 block: 7; V-ATPase pHluor: 0

Results for CC(Nc1nc(-c2ccccc2F)nc2ccccc12)c1ccccc1 (stereo not drawn) ?
DAGLB inh: -6; DSG3 Ab inh: 101; MOR-DOR inv ag: -7; MOR-DOR ag: 1.6; PKA-R1A activ: -9; PKA-R2B act: 0; HTR5A inv ctr: 20; HTR5A ag: -5; Arr AP2 block: -5; V-ATPase pHluor: 1

Results for CNC(=O)c1cc(C(=O)c2ccc(F)cc2C(F)(F)F)c[nH]1 ?
DAGLB inh: 3; DSG3 Ab inh: 103; MOR-DOR inv ag: 13; MOR-DOR ag: -2.7; PKA-R1A activ: 1; PKA-R2B act: 6; HTR5A inv ctr: 19; HTR5A ag: -5; Arr AP2 block: 4; V-ATPase pHluor: 4

Results for COc1ccc(NC(=O)C(CC(=O)O)Cc2ccc(Br)cc2)cc1 (stereo not drawn) ?
DAGLB inh: 0; DSG3 Ab inh: 113; MOR-DOR inv ag: 15; MOR-DOR ag: -3.1; PKA-R1A activ: 7; PKA-R2B act: 2; HTR5A inv ctr: -8; HTR5A ag: 2; Arr AP2 block: -15; V-ATPase pHluor: 0

A portion of the results above, for reference:
Results for C=C(C)C(=O)OCCCCCCOc1ccc(C(=O)O)cc1 ?
DAGLB inh: 1; MOR-DOR inv ag: 14; MOR-DOR ag: -2.6; PKA-R1A activ: 11; PKA-R2B act: 6; HTR5A inv ctr: 1; HTR5A ag: -2; Arr AP2 block: -4; V-ATPase pHluor: -1

Results for CS(=O)(=O)N1CCC(C(=O)NCCc2ccccc2)CC1 ?
DAGLB inh: 1; DSG3 Ab inh: 98; MOR-DOR inv ag: 1; MOR-DOR ag: -0.2; PKA-R1A activ: -2; PKA-R2B act: 3; HTR5A inv ctr: 15; HTR5A ag: -4; Arr AP2 block: 7; V-ATPase pHluor: 0
